High-throughput results as filed in PubChem.
Fam108B inh: mouse Fam108B serine hydrolase inhibitors, primary screen, counter-screen for RBBP9 inhibitor project, biochemical, fluorescence polarization; inhibition, % at 9.51 µM; 0.33% of 300,000 active; recombinant Fam108B, FP-Rh probe fluorescence polarization; AID 1947, 2009;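 active = inhibition above the screen mean inhibition plus 3 SD, computed separately per campaign, cut at about 18% in these data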;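 note: inhibitors lower polarization as less probe binds the enzyme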
MCL1 BIM primary: inhibitors of MCL1 binding to BIM-BH3, primary screen, biochemical, fluorescence polarization | Induced myeloid leukemia cell differentiation protein Mcl-1 (Homo sapiens), Q07820 | GST-MCL1 / FITC-Bim-BH3 fluorescence polarization | AID 2057, 2009 | inhibition, % at 10.9 µM | 0.68% of 320,000 active;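 active = inhibition above the mean inhibition of all tested compounds plus 3 SD, set per campaign, cut at about 40% in these data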;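 note: 0% = DMSO wells and 100% = unlabeled Bim-BH3 peptide control; higher means more loss of mP so more displacement of Bim peptide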
BCLXL inh: inhibitors of human Bcl-xL, primary screen, biochemical, fluorescence polarization, HTS; GST-Bcl-xL / FITC-Bim BH3 peptide fluorescence polarization; inhibition, % at 10.9 µM; 0.7% of 320,000 active; AID 2129, 2009;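 active = inhibition above the mean of all tested compounds plus 3 SD, cutoff set per campaign, cut at about 30% in these data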;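 note: 0% = DMSO wells and 100% = unlabeled Bim-BH3 peptide competitor; inhibitors lower millipolarization by displacing the labeled peptide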
TPT1 inh: Candida albicans TPT1 enzyme inhibitors, primary screen, biochemical, fluorescence polarization. recombinant caTPT1, FP RNA substrate dephosphorylation. 0.81% of 300,000 active. tRNA 2'-phosphotransferase TPT1 (Candida albicans SC5314). inhibition, % at 5 µM;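 active = inhibition above the mean of all tested compounds plus 3 SD, set per screening campaign, cut at about 24% in these data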;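 note: plate controls were DMSO alone for no effect and ferristatin control at 100 nM for full effect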
PME-1 primary: PME-1 inhibitors via competitive probe labeling, primary screen, biochemical, fluorescence polarization, FP-Rh probe, HTS. Protein phosphatase methylesterase 1 (Homo sapiens), Q9Y570. recombinant PME-1. inhibition, % at 5.9 µM. 0.53% of 320,000 active. AID 2130, 2009;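 active = inhibition above the campaign mean of all compounds plus 3 SD, cut at about 26% in these data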;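 note: competitive labeling of PME-1 active site by serine hydrolase directed probe; 0% = PME-1 with DMSO and 100% = wells lacking PME-1 enzyme; inhibitors block probe labeling so polarization falls and inhibition rises; many of its hits are not listed in these tables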
Target sequence (Q9Y570 whole entry, looked up): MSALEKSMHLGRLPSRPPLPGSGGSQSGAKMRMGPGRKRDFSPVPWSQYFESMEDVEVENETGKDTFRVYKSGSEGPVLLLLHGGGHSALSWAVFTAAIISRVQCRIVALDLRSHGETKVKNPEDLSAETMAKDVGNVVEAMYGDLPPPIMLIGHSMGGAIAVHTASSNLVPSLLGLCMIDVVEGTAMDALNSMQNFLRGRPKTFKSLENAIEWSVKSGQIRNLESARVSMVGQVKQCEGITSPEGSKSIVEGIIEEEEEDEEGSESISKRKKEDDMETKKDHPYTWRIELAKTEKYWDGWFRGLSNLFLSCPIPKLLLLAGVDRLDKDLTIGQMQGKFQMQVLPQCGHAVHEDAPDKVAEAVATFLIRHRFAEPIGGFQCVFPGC
MEX-5 binding: MEX-5 zinc finger RNA-binding disruptors – biochemical, C. elegans, fluorescence polarization, MLPCN library, primary screen. 0.38% of 300,000 active. activity score (negative = inhibition of binding), % at 10 µM. MEX-5/FITC-TCR2 RNA binding; hits give low values. Zinc finger protein mex-5 (Caenorhabditis elegans), Q9XUB2;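 active = inhibition past about -25% in most replicates, and total fluorescence under double the plate's negative control median, limit read from the data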;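 note: 0% = DMSO and -100% = 5 µM competing unlabeled TCR2 RNA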
GSTO1 counter: inhibitors of recombinant GSTO1, primary screen, counter-screen for RBBP9 inhibitor project, biochemical, fluorescence polarization; Glutathione S-transferase omega-1 (Homo sapiens), P78417; activity-based probe fluorescence polarization; inhibition, % at 5.96 µM; 1.1% of 300,000 active;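 active = inhibition above the campaign mean inhibition plus 3 SD, cut at about 35% in these data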;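 note: 0% = GSTO1-1 with DMSO and 100% = wells lacking GSTO1-1 enzyme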
Target sequence (P78417 whole entry, looked up): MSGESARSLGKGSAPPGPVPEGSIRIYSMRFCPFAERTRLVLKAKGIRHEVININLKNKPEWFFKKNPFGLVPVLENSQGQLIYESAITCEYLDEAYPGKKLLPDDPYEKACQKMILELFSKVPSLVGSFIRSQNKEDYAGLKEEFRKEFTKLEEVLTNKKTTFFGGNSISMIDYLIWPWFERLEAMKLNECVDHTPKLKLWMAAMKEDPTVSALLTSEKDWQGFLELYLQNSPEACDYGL
PAD4 FP inh: human PAD4 inhibitors, primary screen, biochemical, fluorescence polarization, 1536-well format | Protein-arginine deiminase type-4 (Homo sapiens), Q9UM07 | recombinant PAD4, RCA probe fluorescence polarization | inhibition, % at 6.36 µM | 0.41% of 330,000 active | AID 485272, 2010;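 active = percent inhibition above a cutoff equal to the mean of all tested compounds plus 3 SD, cut at about 15% in these data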;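 note: 0% = PAD4 with RCA probe and DMSO and 100% = probe without PAD4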
GLD-1 TGE inh: GLD-1/TGE RNA complex disruptors, primary screen, biochemical, fluorescence polarization. 0.44% of 320,000 active. purified GLD-1 + fluorescein TGE RNA. Female germline-specific tumor suppressor gld-1 (Caenorhabditis elegans), Q17339. inhibition, % at 5.96 µM;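 active = percent inhibition above a per-plate cutoff, the plate mean of test compounds plus 3 SD, cut at about 30% in these data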;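 note: 0% = DMSO wells with GLD-1 and probe and 100% = wells lacking GLD-1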
Target sequence (Q17339 whole entry, looked up): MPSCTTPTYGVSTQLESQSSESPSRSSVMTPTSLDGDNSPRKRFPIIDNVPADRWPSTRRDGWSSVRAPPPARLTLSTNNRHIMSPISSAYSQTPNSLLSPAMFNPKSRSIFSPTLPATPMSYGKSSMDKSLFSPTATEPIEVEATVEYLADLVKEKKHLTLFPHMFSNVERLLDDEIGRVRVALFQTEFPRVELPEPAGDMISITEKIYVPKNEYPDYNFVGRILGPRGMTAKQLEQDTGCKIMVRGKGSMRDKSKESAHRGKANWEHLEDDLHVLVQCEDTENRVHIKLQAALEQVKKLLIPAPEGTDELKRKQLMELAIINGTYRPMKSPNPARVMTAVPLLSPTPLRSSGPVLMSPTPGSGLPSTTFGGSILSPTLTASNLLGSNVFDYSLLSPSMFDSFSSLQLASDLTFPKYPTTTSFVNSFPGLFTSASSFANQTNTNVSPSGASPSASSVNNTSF
Starred values were filed as active, the others as inactive; . = no result given.

Below each compound: GLD-1 TGE inh | BCLXL inh | Fam108B inh | GSTO1 counter | MCL1 BIM primary | MEX-5 binding | PME-1 primary | TPT1 inh | PAD4 FP inh
Cc1cccc(NC(=O)c2cc([N+](=O)[O-])ccc2NC2CCCCC2)c1
    7 | 5 | -14 | -8 | -5 | -0.3 | -21 | 0 | -2
COC(=O)[C@@H](Cc1ccc(O)cc1)NC(=O)[C@H]1CCC(=O)N1C(=O)OCc1ccccc1
    -1 | 1 | 0 | 1 | -1 | 2.7 | -3 | -2 | -2
CSc1nc(NS(=O)(=O)c2cc(C)c(Cl)cc2Cl)nn1C
    7 | 4 | 1 | 1 | 0 | -2.2 | -2 | 3 | 1
Cc1ccc[n+](CC(=O)N2CCCCC2)c1C
    1 | 1 | 3 | 2 | -4 | -1.5 | -1 | 1 | 3
CCN(CC(=O)NC1CCS(=O)(=O)C1)C(=O)c1ccc(S(=O)(=O)N(CC)CC)cc1 (configuration not stated)
    1 | 2 | . | . | 1 | . | 0 | . | 3
Cc1cc(Sc2nc(NC(C)C)nc(NC(C)C)n2)nc(Cl)n1
    7 | 5 | -1 | -2 | 4 | 0.5 | -4 | -1 | 6
O=C(CCn1nnc2ccccc21)NNC(=O)C1CCCCC1
    -2 | 4 | -2 | 3 | -1 | -0.5 | 3 | 2 | 0
CCC1Sc2ccccc2N(CC(=O)NCc2ccc3c(c2)OCO3)C1=O (configuration not stated)
    3 | 1 | -2 | -4 | 6 | 1.1 | 4 | 1 | 0
O=C(Cc1ccc([N+](=O)[O-])cc1)NCC1CCCO1 (configuration not stated)
    2 | 6 | -5 | 3 | 4 | 3.4 | 1 | 0 | -4
CCCC(=O)Nc1nnc(-c2ccco2)s1
    -6 | -1 | 6 | 0 | 6 | 3.0 | 1 | -9 | 2
O=C(OCC(=O)N1CCN(S(=O)(=O)c2ccc(Cl)cc2)CC1)c1ccc([N+](=O)[O-])o1
    6 | -6 | 0 | 7 | -12 | -0.2 | 2 | 6 | -15
Cc1cc(-c2cccs2)n[nH]1
    3 | 5 | -4 | 1 | 0 | 0.7 | -4 | -1 | 1
COc1ccc(/C(C)=N\NS(C)(=O)=O)c(OC)c1
    1 | 7 | 8 | 3 | -3 | 2.1 | 5 | -3 | 1
COCCCNC(=S)N/N=C/c1ccccc1O
    0 | 3 | -1 | -16 | 18 | . | 1 | 1 | -1
CC1CCN(c2cc(N)c(Cl)cc2[N+](=O)[O-])CC1
    -3 | -3 | 0 | -6 | -3 | -0.2 | 1 | 2 | -2
COCCN(C(=O)CCC(=O)Nc1ccccn1)C(C(=O)NCCC(C)C)c1ccc(C)cc1 (configuration not stated)
    -1 | 0 | 6 | -5 | 7 | -1.4 | 0 | 0 | -2
CCN1CCN(c2c(Cl)cccc2NC(=O)c2ccc3c(c2)OCCO3)CC1
    3 | 5 | -2 | -9 | 6 | 0.6 | -1 | -1 | 1
O=[N+]([O-])c1ccc(C2CCCC/C2=N/OCc2ccc(F)cc2)c([N+](=O)[O-])c1 (configuration not stated)
    5 | 3 | 2 | -5 | 1 | -1.7 | 1 | 0 | -6
O=C(NC1CC(=O)N(c2ccc(F)cc2)C1)C(=O)c1c[nH]c2ccccc12 (configuration not stated)
    5 | 6 | 0 | 11 | -1 | -2.4 | -6 | -1 | -2
NC1=NN=C(N2N=C(c3ccccc3)CC2(O)C(F)(F)F)n2ncnc2C1 (configuration not stated)
    7 | 5 | 2 | 5 | 6 | 4.6 | 0 | -2 | 1
O=C(Nc1ccc(S(=O)(=O)NCc2ccco2)cc1)c1ccncc1
    3 | 0 | -1 | -1 | -10 | 3.4 | -6 | 0 | -2
COc1cc(/C=N/Nc2ccc(Cl)c(C(=O)O)c2)ccc1OC(=O)c1ccccc1F
    4 | 12 | 13 | 33 | -4 | -1.8 | 10 | 1 | 1
CC(C)C(NC(=O)/C(=C\c1ccco1)NC(=O)c1ccco1)C(=O)O (configuration not stated)
    13 | 13 | 0 | 0 | 8 | -2.2 | -3 | -6 | -2
O=C(NC(Cc1ccccc1)C(=O)O)/C(=C/c1cccc([N+](=O)[O-])c1)NC(=O)c1ccco1 (configuration not stated)
    -1 | 0 | -3 | 4 | 6 | 1.4 | -3 | 3 | -4
CC(C)C(NC(=O)c1ccc(F)cc1)C(=O)Nc1cccnc1 (configuration not stated)
    0 | 4 | 7 | 3 | 5 | -1.3 | 2 | -6 | 4
O=C(CSc1ccc(Cl)cc1)OCc1nnc(-c2ccccc2)o1
    0 | 7 | -2 | 6 | 4 | -0.2 | -2 | -6 | -1
CCOC(=O)c1nnc(-c2cccs2)nc1Oc1ccc(Cl)cc1
    0 | 2 | 2 | 1 | 0 | -1.4 | 4 | -2 | 2
N#CCCN(C(=O)CSc1ccc2c(c1)OCCO2)c1ccccc1
    -2 | 6 | 0 | 10 | 12 | 1.3 | 2 | -2 | 7
CCOC(=O)N1CCN(C(=O)c2oc(=O)c3ccccc3c2-c2ccc(C)cc2)CC1
    8 | 3 | 1 | 4 | -3 | -3.4 | -4 | 0 | 0
Cc1cc2[nH]c(=O)c(=O)[nH]c2cc1S(=O)(=O)N1CCC(C)CC1
    6 | -2 | 0 | 3 | 0 | -2.9 | -6 | 0 | -2
CCN1CCN(C(=O)C2c3cc(OC)c(OC)cc3C(=O)N(C)C2c2ccc(SC)cc2)CC1 (configuration not stated)
    0 | 5 | -1 | 9 | 1 | -0.6 | 0 | 0 | -1
Cc1ccccc1NC(=O)C1CCN(C2=NS(=O)(=O)c3ccccc32)CC1
    7 | -4 | 0 | 0 | -2 | -0.8 | -2 | -3 | -3
Cc1ccc(-c2nc3ncccc3o2)cc1NC(=O)c1cccnc1
    7 | 4 | 4 | 1 | 0 | -1.4 | 2 | -1 | -6
CCCCN(C)C(=O)c1nc2ccccn2c1CN1CCSCC1
    0 | -3 | -2 | -5 | -8 | 2.0 | -3 | 3 | -3
O=C(NCCc1nc2ccccc2[nH]1)c1cccc(Br)c1
    7 | 10 | 2 | 3 | 12 | -1.3 | -2 | -1 | -4
Cc1ccc(S(=O)(=O)N(C)C)cc1NC(=O)c1cc(-c2ccco2)nc2ccccc12
    3 | 4 | -5 | -2 | -10 | 2.6 | -5 | 2 | -4
Cc1cccc(CN2CCc3c(OCC(=O)N4CCCc5ccccc54)cccc3C2=O)c1
    7 | 1 | -3 | -4 | -6 | -0.6 | 2 | -1 | -4
O=C(NNc1c(Cl)cncc1Cl)c1sccc1Cl
    -1 | 7 | 0 | 10 | 4 | 0.4 | 1 | 0 | 0
CCOC(=O)C1CCCN(C(=O)c2cc(-c3ccc(C)cc3)on2)C1 (configuration not stated)
    1 | 5 | -1 | 3 | 7 | 0.7 | 1 | -2 | 0
O=C1NC(=O)/C(=C\c2ccc(OCc3cnc(Cl)s3)cc2)S1
    0 | 2 | -4 | -4 | -4 | 0.4 | 5 | 0 | -1
COc1ccccc1CNc1ccc(N2CCOCC2)c(C(=O)O)c1
    8 | 7 | 1 | 10 | 4 | -1.2 | 3 | -2 | 4
CC(C)(C)n1nnnc1C(c1cccs1)N(Cc1ccccc1)Cc1ccco1 (configuration not stated)
    4 | 4 | -4 | -3 | 3 | 0.9 | -1 | 0 | 0
CN(C)/C=C1/Sc2ccccc2C1=O
    -10 | 9 | 7 | 17 | 5 | 3.8 | 4 | -5 | 7
COc1ccc(Br)cc1C(=O)Nc1cccc2ncccc12
    6 | -4 | 0 | -7 | 1 | 0.2 | 2 | -3 | -1
O=C1NC(c2ccccc2)CCC1(Cl)Cl (configuration not stated)
    5 | 5 | -1 | 4 | 0 | -1.9 | 4 | 1 | 1
CN(C)/C=C1\C(=O)N(c2ccc(Cl)c(Cl)c2)CS1(=O)=O
    -3 | 6 | 3 | 2 | 3 | 2.4 | 5 | -2 | -1
Nn1cc(-c2ccccc2)nc1SCC(=O)Nc1cccc(S(N)(=O)=O)c1
    5 | 0 | -5 | 10 | 5 | -2.5 | 2 | 0 | 2
O=C(c1ccccc1)c1ccc2nc(N3CCN(C(=O)c4ccco4)CC3)c3nncn3c2c1
    1 | 7 | -6 | -4 | 8 | -2.9 | -5 | 3 | -1
O=C(c1ccccc1)N1CCN(C(=O)c2cc3ccccc3oc2=O)CC1
    0 | 5 | 0 | -6 | 7 | -0.4 | 5 | 0 | 3
CC1CC(C)CN(C(=O)c2ccc3c(c2)OCCO3)C1 (configuration not stated)
    7 | 3 | . | . | -1 | . | 5 | . | 2

More records:
Below each compound: GLD-1 TGE inh | BCLXL inh | Fam108B inh | GSTO1 counter | MCL1 BIM primary | MEX-5 binding | PME-1 primary | TPT1 inh | PAD4 FP inh
Cc1ccc(-c2nc3cccnc3s2)cc1NC(=O)c1ccco1
    2 | 0 | 1 | -4 | 0 | -5.1 | -2 | -2 | -4
CN(Cc1ccccc1)S(=O)(=O)c1ccc(C(=O)Nc2nnc(C3CC3)o2)cc1
    -2 | 5 | -3 | 4 | 6 | 0.9 | 5 | -4 | 2
CSc1ccc(N/N=C(/C#N)S(=O)(=O)C(C)(C)C)cc1
    5 | 4 | -3 | -1 | 6 | -3.7 | -4 | 0 | 1
CN1CCN(S(=O)(=O)c2cccc(C(=O)NC3(C)CCS(=O)(=O)C3)c2)CC1 (configuration not stated)
    4 | 4 | . | . | 7 | . | 5 | . | 3
O/N=C1\CC(O)Cc2nonc21 (configuration not stated)
    -5 | 6 | -1 | 1 | 1 | -0.6 | -1 | 1 | -5
O=C(COc1ccc([N+](=O)[O-])cc1)Nc1ccc(N2CCCC2)cc1
    0 | 3 | 0 | 5 | 5 | -0.6 | 6 | 1 | 3
COc1ccc(S(=O)(=O)Nc2ccc3c(c2)OCO3)cc1Cl
    -2 | 14 | 2 | 0 | 8 | -3.9 | 3 | -6 | -4
O=C1N/C(=C/c2cccn2-c2ccccc2)C(=O)N1Cc1ccccc1F
    -4 | -3 | 4 | 2 | -6 | 1.8 | 0 | 0 | -3
CCCN1CCN(c2ncnc3c2nnn3Cc2ccccc2)CC1
    2 | 3 | 4 | 0 | 7 | -4.3 | 1 | -3 | 1
CC(C)(C)c1csc(NC(=O)Cn2c(=O)oc3ccccc32)n1
    5 | 4 | 0 | 7 | -6 | . | 3 | -3 | -7
CCOc1ccc(Cn2nnc(-c3ccc(S(C)(=O)=O)cc3)n2)cc1OCC
    -2 | 3 | . | . | -1 | . | 0 | . | 0
Cc1cc(NC(=O)C2C3C(=O)N(Cc4ccc(Cl)cc4)C(C(=O)NC(C)(C)C)C34C=CC2(C)O4)no1 (configuration not stated)
    1 | 2 | -3 | 3 | -2 | -1.3 | 0 | 1 | 2

A portion of the library. The share of hits here may be higher or lower than overall.
